OX1R FRET antag: antagonists of human orexin 1 receptor (OX1R); Orexin/Hypocretin receptor type 1 (Homo sapiens), O43613; OX1R-expressing cells, FRET antagonist read-out; hit rate 1.8% among 330,000; inhibition, % at 6.6 µM; in the data active means inhibition mostly above about 38%, no sharp cut-off; inactive means mostly below about 40%;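 further: 0% = agonist challenge alone and 100% = reference antagonist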
KCNQ2 inh: KCNQ2 potassium channel inhibitors, primary screen, cell-based, CHO-K1, FluxOR thallium flux, B-score (AID 2156). B-score at 10 µM. Potassium voltage-gated channel subfamily KQT member 2 (Rattus norvegicus), O88943. 20 min; active compounds read low. hit rate 1.1% among 310,000;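 active means fluorescence ratio B-score at most minus 3 library SDs, with starting brightness B-score within 2 library SDs, cut at about -5.5 in these data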
Target sequence (O88943 whole entry, looked up): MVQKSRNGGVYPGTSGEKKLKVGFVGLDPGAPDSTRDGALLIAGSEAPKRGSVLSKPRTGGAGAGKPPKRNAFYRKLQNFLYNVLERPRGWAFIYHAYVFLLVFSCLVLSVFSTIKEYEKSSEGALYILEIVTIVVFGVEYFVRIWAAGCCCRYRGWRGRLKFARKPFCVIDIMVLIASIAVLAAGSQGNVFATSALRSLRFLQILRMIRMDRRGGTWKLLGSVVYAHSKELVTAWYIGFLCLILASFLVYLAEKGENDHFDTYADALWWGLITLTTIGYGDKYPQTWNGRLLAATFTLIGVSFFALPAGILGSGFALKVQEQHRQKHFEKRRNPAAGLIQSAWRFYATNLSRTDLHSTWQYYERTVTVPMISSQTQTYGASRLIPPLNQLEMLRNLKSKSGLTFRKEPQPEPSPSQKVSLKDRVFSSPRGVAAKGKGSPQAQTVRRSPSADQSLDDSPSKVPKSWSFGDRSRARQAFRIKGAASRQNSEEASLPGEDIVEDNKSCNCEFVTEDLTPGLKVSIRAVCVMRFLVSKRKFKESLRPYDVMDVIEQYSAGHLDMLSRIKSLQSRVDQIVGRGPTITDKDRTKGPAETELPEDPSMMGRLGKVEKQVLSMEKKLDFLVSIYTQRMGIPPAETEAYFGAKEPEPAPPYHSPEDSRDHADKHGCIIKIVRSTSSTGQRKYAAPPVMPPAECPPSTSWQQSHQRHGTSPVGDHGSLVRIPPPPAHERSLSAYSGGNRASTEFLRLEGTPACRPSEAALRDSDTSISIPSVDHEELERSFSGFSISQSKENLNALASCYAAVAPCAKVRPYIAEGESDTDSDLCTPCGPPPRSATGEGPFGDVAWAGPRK
STK33 inh: inhibitors of purified STK33 kinase, primary screen, biochemical, ADP-Glo luminescence, homogeneous, cell-free. Serine/threonine-protein kinase 33 (Homo sapiens), Q9BYT3. MBP phosphorylation. hit rate 0.073% among 320,000. inhibition, % at 10 µM. AID 2661, 2010;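 active means inhibition at or above 25%, using the most active replicate where run in duplicate; inactive means inhibition below 25%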
* = called active by the depositor; i = inactive; / = not tested or not shown.

SMILES	OX1R FRET antag	KCNQ2 inh	STK33 inh
Cc1c(NC(=O)C2(C)CCCCC2)c(=O)n(-c2ccccc2)n1C	1	i	-0.3
Nc1ccc(S(=O)(=O)N2CCCc3ccccc32)cc1	8	i	-0.2
O=C(CC1C(=O)NCCN1Cc1ccc(Cl)c(F)c1)NCC1CCOCC1 (stereo not drawn)	4	i	0.9
Fc1cccc(NC(=S)NCc2ccccn2)c1	13	i	0.0
COc1ccccc1N1CCN(C(=O)NC23CC4CC(CC(C4)C2)C3)CC1	12	i	-2.0
O=C(OCn1nnc2ccccc2c1=O)c1cccnc1	20	i	-2.8
COC(=O)CNC(=O)COC(=O)c1ccc(OC)c([N+](=O)[O-])c1	19	i	0.6
Cc1ccc2nc(NC(=O)C(NS(=O)(=O)c3cccc4nsnc34)C(C)C)sc2c1 (stereo not drawn)	18	i	-1.2
COc1ccc(C(=O)Nc2nnc(S(=O)(=O)N(C)Cc3ccccc3)s2)cc1	16	i	9.1
COC(=O)c1cc(C)cc(=O)o1	12	i	-5.5

Some of the entries above in another layout.
Fc1cccc(NC(=S)NCc2ccccn2)c1
  OX1R FRET antag: 13
  KCNQ2 inh: i
  STK33 inh: 0.0

COc1ccccc1N1CCN(C(=O)NC23CC4CC(CC(C4)C2)C3)CC1
  OX1R FRET antag: 12
  KCNQ2 inh: i
  STK33 inh: -2.0

O=C(OCn1nnc2ccccc2c1=O)c1cccnc1
  OX1R FRET antag: 20
  KCNQ2 inh: i
  STK33 inh: -2.8

COC(=O)CNC(=O)COC(=O)c1ccc(OC)c([N+](=O)[O-])c1
  OX1R FRET antag: 19
  KCNQ2 inh: i
  STK33 inh: 0.6

Next records follow:
SMILES	OX1R FRET antag	KCNQ2 inh	STK33 inh
Cn1nnnc1Sc1ccc(C(=O)O)cc1[N+](=O)[O-]	90*	i	-1.7
CCOC(=O)CCc1c(C)nc2c(c(C)nn2C(C)(C)C)c1C	7	-7.8*	-0.5
CCN(CC)c1nc(-c2ccccn2)nc(-c2ccccc2)c1C#N	49	i	-0.5
CCSc1nc(-c2ccccc2)c2cc(Cl)ccc2n1	6	i	-0.9
O=C(NN=C1C2CC3CC(C2)CC1C3)c1cccc(S(=O)(=O)N2CCOCC2)c1	0	i	-1.2
COc1cccc(CNC(=O)C(=O)NCC2OCCCN2S(=O)(=O)c2cc(C)ccc2C)c1 (stereo not drawn)	22	i	-2.5
CCCc1cc(C(=O)NC2CCCC2)no1	9	i	-0.9
Cc1ccc(CC2C(=O)N(c3cc(C)ccc3C)C(=O)C2C)cc1 (stereo not drawn)	-5	i	-0.3
CCO[C@@H]1OC(C(=O)N2CCCCCCC2)=C[C@H](C2CCCCC2)[C@H]1CCCO	13	i	-0.4
CC(CN1CCOCC1)OC(=O)c1ccc(C(C)(C)C)cc1 (stereo not drawn)	16	i	-1.7

3 compounds already listed, sorted by SMILES length, rising.
SMILES	OX1R FRET antag	KCNQ2 inh	STK33 inh
CCSc1nc(-c2ccccc2)c2cc(Cl)ccc2n1	6	i	-0.9
COc1cccc(CNC(=O)C(=O)NCC2OCCCN2S(=O)(=O)c2cc(C)ccc2C)c1 (stereo not drawn)	22	i	-2.5
CCO[C@@H]1OC(C(=O)N2CCCCCCC2)=C[C@H](C2CCCCC2)[C@H]1CCCO	13	i	-0.4

Next section
SMILES	OX1R FRET antag	KCNQ2 inh	STK33 inh
Cc1ccc(Cn2c(C(C)Nc3nc(-c4ccc(F)cc4)cs3)nc3cc(C(F)(F)F)ccc32)cc1 (stereo not drawn)	16	i	-0.8
O=C(O)C1CCCN1C(=O)OCc1ccccc1 (stereo not drawn)	10	i	-1.6
COc1cc(NC(=O)CN(C)S(=O)(=O)c2ccc3c(c2)CCC(=O)N3)cc(OC)c1	12	i	0.1
COc1ccc(N2CCN(C(=O)c3cc4c(-c5ccc(Cl)cc5)nn(C)c4s3)CC2)cc1	14	i	-1.7
O=C(Nc1ccccc1)N1CC=C(c2ccc(F)cc2)CC1	20	i	-1.5
COc1cccc(C2C=C(Nc3ccccc3)C(=O)N2c2ccccc2)c1 (stereo not drawn)	17	i	0.5
CCCCCN(C(=O)CCC(=O)OCC(=O)c1c(C)cc(C)cc1C)c1c(N)n(CCCC)c(=O)[nH]c1=O	5	i	-0.1
O=C(CN1C(=O)NC2(CCCCCC2)C1=O)N1CCN(S(=O)(=O)c2ccccc2)CC1	27	i	-0.2
CCOC(=O)Cc1csc(NC(=O)c2ccc(Br)o2)n1	12	i	0.2
CCCCOc1ccc(-c2nnn(C(C)C(=O)OCC)n2)cc1 (stereo not drawn)	24	i	0.8
CC(=O)Nc1cc(-c2nn(C)c(=O)c3ccccc23)ccc1N1CCCCC1	10	i	1.3
Cc1onc(-c2ccccc2Cl)c1C(=O)N1CCN(c2ccccc2)CC1	7	i	-0.9
Cc1ccc(OCCCN2CCOCC2)c([N+](=O)[O-])c1	11	i	-1.0
COc1ccc(CN2CCN(Cc3csc(C(C)=O)c3)CC2CCO)c(C)c1C (stereo not drawn)	18	i	-1.5
CCN(CC)c1nc(Oc2ccc(C(=O)OC)cc2)nc(N2CCOCC2)n1	20	i	-1.0
Cc1ccc2oc(C(=O)N3CCN(Cc4nccn4C)CC3)c(C)c2c1	9	i	0.1
COc1ccc(CNC(=O)C2CCC(CNS(=O)(=O)c3ccccc3)CC2)cc1 (stereo not drawn)	0	i	-0.6
COc1cc(COCC(O)CN2CCOCC2)cc(OC)c1OC (stereo not drawn)	21	i	-0.3
CC1(C)Cc2c(cnn2-c2ccccc2)C(NC(=O)CCc2ccc(=O)[nH]n2)C1 (stereo not drawn)	5	i	0.0
CC(C)C(=O)Nc1ccc(N2CCCC2)c(Cl)c1	10	i	-1.7
O=[N+]([O-])c1cccc2c1ccc1ncccc12	3	i	6.4
Cc1ccc(S(=O)(=O)Nc2cccc(-c3ccc4nncn4n3)c2)cc1	29	i	/
O=C(Cc1cccs1)NNC(=O)c1ccccc1Cl	-3	/	-2.0
O=C(NCCCN1CCCCC1)c1ccc2c(=O)n(CCc3ccccc3)c(=O)[nH]c2c1	19	i	-0.3
O=C(CC(NS(=O)(=O)c1ccc(Cl)cc1)c1ccco1)NCc1ccco1 (stereo not drawn)	34	i	-0.7
Cc1ccccc1N(CC(=O)NCCSCc1ccccc1)S(C)(=O)=O	-6	i	-0.1
CCNC(=O)CN(c1ccccc1OC)S(=O)(=O)c1cccs1	1	i	-3.4
N[C@H](CSCc1ccccc1)C(=O)Nc1ccc([N+](=O)[O-])cc1	17	i	-0.6
CCOC(=O)c1c(NC(=S)NCC2CCCO2)sc(C)c1C (stereo not drawn)	7	i	-1.3
CCc1cc(=O)oc2cc(OCc3nn[nH]n3)ccc12	5	i	-0.1

By substructure: the compounds so far containing an aryl thioether with sulfur outside any ring
SMILES	OX1R FRET antag	KCNQ2 inh	STK33 inh
Cn1nnnc1Sc1ccc(C(=O)O)cc1[N+](=O)[O-]	90*	i	-1.7
CCSc1nc(-c2ccccc2)c2cc(Cl)ccc2n1	6	i	-0.9

Next part:
SMILES	OX1R FRET antag	KCNQ2 inh	STK33 inh
CCCCC/C=N\NC(=O)Cc1ccc([N+](=O)[O-])cc1	10	i	-0.5
CCOC(=O)c1ccc(N/C=C\C(=O)c2cccc(OC)c2)cc1	13	i	0.2
COc1ccc(N2C(=NC(=O)C3CCCCC3)SC3CS(=O)(=O)CC32)cc1 (stereo not drawn)	3	i	-0.1
Cc1cc(-n2cnnn2)cc(C)c1S(=O)(=O)NCCOc1ccccc1	27	i	/
O=Cc1ccc(-c2cc(Cl)ccc2Cl)[nH]1	12	i	-0.9
CSCc1ccc(C(=O)NC2CC(C)(C)Cc3c2cnn3-c2ccc(F)cc2)o1 (stereo not drawn)	5	i	-0.9
O=[N+]([O-])/C(C(Cl)=C(Cl)Cl)=C(\Nc1ccc(F)cc1)n1cncn1	-1	i	-1.0
COC(=O)c1ccc(NC(=O)CN2CCN(c3ccccn3)CC2)cc1	19	i	-3.2
Cc1csc(NC(=O)CCCNC(=O)c2ccc(Cl)cc2)n1	4	/	-0.2
CC(NC(=O)COC(=O)/C=C/c1ccco1)c1ccccc1 (stereo not drawn)	10	i	-1.7
COC(=O)C1CCN(C(=O)Cn2nnc(-c3ccccc3)n2)CC1	21	i	0.0
Cc1ccc([N+](=O)[O-])c(NC2OC(CO)C(O)C2O)c1 (stereo not drawn)	24	i	-0.3
COCCn1c(C)c(C(=O)O)sc1=S	14	i	-0.4
CCOC(=O)c1c(NCCN(C)C)c2ccccc2[nH]c1=O	6	i	0.2
COc1ccc(-c2ccc(N)[n+](CCCC(=O)O)n2)cc1	41	i	-1.1
Cc1ccc(NC(=S)NNc2ccc(C(=O)O)cc2[N+](=O)[O-])cc1C	20	i	-1.1
O=C(NNC(=O)c1cc2ccccc2o1)c1ccncc1	5	/	2.1
c1ccc(-c2c[n+]3c(n2-c2ccccc2)SCC3)cc1	3	i	-1.4
COc1ccc2c(c1)c(=O)c(C(=O)c1ccc(Cl)cc1)cn2CC(=O)Nc1ccc(F)cc1	14	i	-0.2
Cc1cccc2c1N(C(=O)CN1C(=O)c3ccccc3C1=O)C(C)(C)c1ssc(=S)c1-2	19	i	-0.3
Cc1ccc(C(NC(N)=O)c2ccccc2)cc1 (stereo not drawn)	12	i	-1.3
CCOC(=O)C1CCCN(C2CC(=O)N(c3ccc(C(C)C)cc3)C2=O)C1 (stereo not drawn)	15	i	0.2
O=C(N/N=C/c1cccc(OC(=O)c2cccc(Br)c2)c1)c1cccnc1	/	i	-0.5
Cc1ccc(S(=O)(=O)NC2=NCN(CCOC(=O)c3ccc([N+](=O)[O-])cc3)CN2)cc1	20	i	0.2
CCOC(=O)c1ccccc1CN1C(=O)c2ccccc2S1(=O)=O	-4	i	0.2
Cc1ccc(OCC(=O)Nc2ccc(S(=O)(=O)Nc3ccccn3)cc2)cc1C	17	i	-1.3
COc1ccccc1NS(=O)(=O)c1cc(NC(=O)c2cc(=O)[nH]c3ccccc23)ccc1N1CCOCC1	12	i	0.6
CC(=O)c1c(C)[nH]c(C(=O)OCC(=O)N(C)C)c1C	10	i	-0.5
Clc1ccc2oc(SCc3cccnc3)nc2c1	8	i	-0.5
CO/N=C(/C(=O)N[C@@H]1C(=O)N2C(C(=O)O)=CCS[C@H]12)c1cnc(N)s1	12	i	-4.0
Cc1ccc2c(c1)C(=O)c1ccccc1CS2=O (stereo not drawn)	28	i	0.0
CCC(C)[C@H](NC(=O)NCc1cccc(OC)c1)C(=O)O (stereo partly drawn)	5	i	-1.9
O=C(CN1C(=O)CSc2ccc(S(=O)(=O)N3CCCCC3)cc21)NCc1cccnc1	14	i	/
C=C(C)COc1ccc(-c2n[nH]c(C)c2-c2ccccc2)c(O)c1	17	i	-1.9
CCOc1nc(Nc2ccccc2)nc(OCC)n1	7	i	0.8
CCOC(=O)c1cnc(SCC(=O)Nc2nnc(CC)s2)nc1N	18	i	-3.3
CN(C)c1ccc(P(=O)(OCc2ccccc2)C(O)c2ccccc2)cc1 (stereo not drawn)	13	i	-0.3
O=C(Nc1ccncc1)Nc1cc(Cl)ccc1Cl	/	i	1.0
O=C(C[n+]1ccc(-c2nnc3n2CCC3)cc1)c1ccc(Cl)c(Cl)c1	53	i	-1.5
CC(C)C(=O)Nc1c(-c2ccccc2)c(=O)c2ccccc2n1C	1	i	-2.3
COc1cc(C=O)ccc1OCc1c(C)noc1C	25	i	-0.2
CC(=O)c1c(NC(=O)c2ccccc2)[nH]c(-c2ccccc2)nc1=S	-8	i	0.2
NC(=O)COC(=O)/C=C/c1ccc2ccccc2n1	10	i	-1.7
COc1cc(/C=N/NC(=O)c2ccc(-c3ccccc3)cc2)cc(OC)c1OC	22	i	0.9
N#C/C(=C\c1ccncc1)c1nc2c(s1)CCCC2	25	i	0.4
COc1ccc(C(=O)COc2ncnc3cc(Cl)ccc23)cc1	8	i	-1.0
N#CC1(NC(=O)CN2C(=O)c3ccc([N+](=O)[O-])cc3C2=O)CCCCC1	53*	i	-1.6
O=[N+]([O-])c1cc(S(=O)(=O)NC2=NCCCCC2)ccc1NCC1CCCCC1	5	i	0.6
Cc1cc(C)cc(NC(=O)CSc2nnc(-c3ccccc3Br)o2)c1	23	i	1.2
COc1cc(N2N=C(c3ccccc3)CC2c2ccccc2)c(C=O)cc1C=O (stereo not drawn)	5	i	-1.9
The listing continues:
SMILES	OX1R FRET antag	KCNQ2 inh	STK33 inh
COc1cccc(C(=O)NC2CCN(CC(=O)NCc3ccccc3OC)CC2)c1	16	i	0.3
Cc1ccc(C(NC(=O)c2ccccc2S(C)(=O)=O)c2ccccc2)cc1 (stereo not drawn)	16	i	-1.0
CCOc1ccc(C(=O)NNC(=O)CN2C(=O)NC3(CCCC3)C2=O)cc1	-1	/	0.5
CCN1CCN(CCC(=O)Nc2cccc(OC)c2)CC1	7	i	8.0
S=C(NC1CC2CCC1C2)N1CCN(c2cccc(Cl)c2)CC1 (stereo not drawn)	11	i	0.4
Cc1noc(C)c1C(=O)NC(C)c1ccc2c(c1)OCO2 (stereo not drawn)	7	i	-0.3
CN(Cc1ccccc1)C(=O)c1ccc(NC(=O)Cc2cccc(NC(=O)C3CCN(C(=O)C4CCC4)CC3)c2)cc1	1	/	0.3
CC(c1ccccc1)C(NC(=O)OCC1c2ccccc2-c2ccccc21)C(=O)O (stereo not drawn)	43	i	-1.1
CSc1cccc(NC(=O)CSc2ccccc2)c1	15	i	0.3
COCCNC(=O)Cn1c(=O)n(CCCCCC(=O)NCc2ccc3c(c2)OCO3)c(=O)c2sccc21	7	i	2.8
CCOC(=O)CC1COc2ccccc2N1C(=O)c1cccc([N+](=O)[O-])c1 (stereo not drawn)	10	i	-0.5

Screening data: PubChem, several laboratories

Outcome played no part in choosing rows (roughly 2.7% active in at least one column).
